# Assay outcomes from PubChem BioAssay.
# HADH2 inhib: inhibitors of human HADH2 dehydrogenase | Q99714 | recombinant HADH2, NADH fluorescence, beta-hydroxybutyryl-CoA | Potency, µM (titrated, usually from 57.1 µM), inactives show at the top dose activity change, negative = inhibition, hits mostly inhibitors | hit rate 3.4% among 73,000 | AID 886; also: potency is read from the fitted curve at half-maximal effect; % is scaled to controls: 0 for no effect and ±100 for the full control effect; nearly all actives have a fitted effect of over 60% in size; many of its hits are not listed in these tables
#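 His-tagged recombinant enzyme from E. coli, 20 nM, preincubated 15 min RT with compound; reaction started with 1 mM NAD+ and 90 uM beta-hydroxybutyryl-CoA in 100 mM Tris-HCl pH 9.0. NADH fluorescence (ex 360/em 450) read over 4 min; last-minus-first difference.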
# Fluorescein fluor: compound fluoresces in the fluorescein spectral region | Compound autofluorescence, 480/540 nm, fluorescein-equivalent; hits give high values | max fluorescein-equivalent concentration, M | hit rate 0.91% among 59,000; in the data active = max fluorescein-equivalent concentration above about 10 nM; inconclusive = between about 1.1 nM and that limit
#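 Spectral profiling of library compounds in the fluorescein window (480 nm excitation, 540 nm emission) after 15 min at room temperature in pH 8.0 Tris (100 mM). Values are dye-equivalent concentrations.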
# HEK293 cAMP cs: counter-screen for TSHR agonists: cAMP increase in parental HEK293. hit rate 2.5% among 73,000. parental HEK293 CNG cAMP sensor, membrane potential fluorescence. Potency, µM (doses to about 57.1 µM), without a hit: at the highest dose activation, hits mostly activators; also: potency is read from the fitted curve at half-maximal effect; % of control where 0% means no effect; nearly all actives have a fitted effect of over 55% in size
#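 Parental HEK 293 cells stably expressing a cAMP-gated CNG channel were loaded with membrane potential dye containing 100 uM RO 20-1724 for 60 min. Compound added for 30 min; depolarization read as fluorescence intensity at 590 nm.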
# Casp7 inh: allosteric or competitive inhibitors of human caspase-7; P55210; recombinant caspase-7, Ac-DEVD-AFC fluorescence rate; Potency, µM (series often up to 57.5 µM), for inactives: at the top dose activity change, negative = inhibition, actives largely listed as inhibitors; hit rate 0.02% among 75,000; AID 889; active = well fitted inhibition curve with a large enough effect in the main read-out, with a control signal flat, not every such curve was filed as active; inconclusive = small, poorly fitted or top-dose-only effect, or a change in a side signal; also: potency is read from the fitted curve at half-maximal effect; % of control where 0% means no effect
# Luciferase inh: blocks Photinus pyralis firefly luciferase activity; purified firefly luciferase, luminescence, 8 min; Potency, µM (doses to about 57.1 µM), for inactives: at the highest dose activity change, negative = inhibition, most hits filed as inhibitors; hit rate 2.2% among 72,000; AID 411; also: potency is read from the fitted curve at half-maximal effect; % is scaled to controls: 0 for no effect and ±100 for the full control effect; nearly all actives have a fitted effect of over 40% in size
# Target sequence (P08659 whole entry, looked up): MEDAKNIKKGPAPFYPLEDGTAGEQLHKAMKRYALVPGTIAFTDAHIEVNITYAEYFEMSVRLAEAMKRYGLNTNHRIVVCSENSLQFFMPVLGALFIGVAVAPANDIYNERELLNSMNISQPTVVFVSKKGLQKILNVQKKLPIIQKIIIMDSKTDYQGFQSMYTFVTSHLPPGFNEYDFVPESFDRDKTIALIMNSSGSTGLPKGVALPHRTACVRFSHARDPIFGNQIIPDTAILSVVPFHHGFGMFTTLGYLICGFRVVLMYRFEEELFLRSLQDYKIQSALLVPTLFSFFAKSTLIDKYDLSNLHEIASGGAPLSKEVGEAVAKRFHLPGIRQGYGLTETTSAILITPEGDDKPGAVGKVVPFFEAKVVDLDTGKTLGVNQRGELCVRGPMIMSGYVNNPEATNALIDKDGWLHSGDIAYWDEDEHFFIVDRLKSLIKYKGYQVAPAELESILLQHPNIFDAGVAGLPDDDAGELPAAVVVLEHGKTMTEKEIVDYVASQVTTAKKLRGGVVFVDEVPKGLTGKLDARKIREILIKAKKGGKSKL
#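 Here, luciferase activity is measured as luminescence following an 8 min room-temperature reaction at 10 uM ATP, pH 7.2. Every library sample is titrated.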
# TexasRed autofl: compound fluoresces in the Texas Red spectral region; max dye-equivalent concentration, M; AID 587; Compound fluorescence, Texas Red channel, 547/618 nm; hits give high values; hit rate 0.06% among 59,000; in the data active = max dye-equivalent concentration above about 10 nM; inconclusive = between about 1.1 nM and that limit
#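 Pin-transferred compounds and Texas Red standards go into 100 mM Tris buffer, pH 8.0. After 15 min at room temperature, plates are imaged with 547/618 nm filters. Each value is a dye-equivalent concentration derived from the per-plate dye curve.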
# Rhodamine fluor: compound fluoresces in the rhodamine spectral region | Rhodamine-region fluorescence, 547/598 nm, Tris buffer; hits give high values | max dye-equivalent concentration, M | hit rate 0.05% among 59,000 | AID 594; in the data active = max dye-equivalent concentration above about 11 nM; inconclusive = between about 1.1 nM and that limit
#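 Compounds in 100 mM Tris buffer, pH 8.0, were incubated 15 min at room temperature, then read at 547 nm excitation and 598 nm emission. Fluorescence was normalized against a per-plate six-point rhodamine standard curve as dye-equivalent concentration.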
# Caspase-1 inhib: blocks human caspase-1 allosterically or competitively. P29466. Caspase-1 enzyme, Ac-WEHD-AFC fluorogenic rate. Potency, µM (highest dose often 57.5 µM), for inactives: top-dose activity change, negative = inhibition, most hits filed as inhibitors. hit rate 0.03% among 75,000;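 also: potency is read from the fitted curve at half-maximal effect; plate controls were vehicle for no effect and no substrate for full effect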
# Target sequence (P29466 120-297 limits assumed): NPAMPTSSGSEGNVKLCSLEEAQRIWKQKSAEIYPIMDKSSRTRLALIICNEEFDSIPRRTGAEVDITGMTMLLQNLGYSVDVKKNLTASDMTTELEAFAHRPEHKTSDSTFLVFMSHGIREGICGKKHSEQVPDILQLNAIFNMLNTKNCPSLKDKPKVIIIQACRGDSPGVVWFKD
# Target sequence (P29466 317-404 limits assumed): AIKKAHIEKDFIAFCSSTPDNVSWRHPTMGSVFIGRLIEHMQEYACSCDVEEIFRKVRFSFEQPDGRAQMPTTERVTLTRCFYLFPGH
# ERK AVP inh: inhibitors of vasopressin-stimulated ERK signaling pathway | HEK293-V1b, vasopressin-stimulated pERK AlphaScreen | Potency, µM (top dose mostly 57.5 µM), for the others: at the top dose activity, negative = inhibition, usual class: inhibitors | hit rate 0.99% among 72,000; also: potency is read from the fitted curve at half-maximal effect; % is scaled to controls: 0 for no effect and ±100 for the full control effect; nearly all actives have a fitted effect of over 55% in size
#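 HEK293 cells stably expressing V1b receptor, seeded overnight in 1% FBS, were treated with compounds for 30 min at 37C, then stimulated 5 min with 25 nM vasopressin; phospho-ERK read by AlphaScreen SureFire after lysis.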
# USP2a inh: USP2a (human) protease inhibition. USP2a enzymatic assay, qHTS inhibition. Potency, µM (series often up to 38.3 µM), inactives show top-dose activity change, negative = inhibition, actives largely listed as inhibitors. hit rate 0.1% among 60,000. AID 927;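 also: potency is read from the fitted curve at half-maximal effect; nearly all actives have a fitted effect of over 60% in size; plate controls were DMSO for no effect and NEM full inhibition control for full effect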
#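 USP2 core (20nM final) preincubated 30 min RT with compound, then Ub-PLA2 20nM and NBD C6-HPC 20uM final added; buffer 20mM Tris-HCl pH 8.0, 2mM CaCl2. Fluorescence Ex 460/Em 535 read at 0 and 2.5 h; normalized to NEM.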
# Tau filament bind: tau filament binding; Potency, µM (titrated, usually from 57.1 µM), for the others: top-dose activity change, negative = inhibition; recombinant tau filaments, thioflavin S fluorescence, 15 h; filaments grown with octadecylsulfate alongside compound; hit rate 2% among 71,000;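 also: potency is read from the fitted curve at half-maximal effect; % is scaled to controls: 0 for no effect and ±100 for the full control effect; actives lower thioflavin S fluorescence by blocking filaments or displacing dye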
#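 ThS-based fibril read: tau 1 uM final, inducer ODS 30 uM final, 37 C for 15 h, ex 450/em 510 nm.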
# Numbers without * were called inactive; i = inactive; ? = inconclusive; · = not tested or not shown; & = joins results of further samples; ! = repeats disagree; [ ] = remark or other dose. Unless noted, calls follow the shape of the dose curve; as a rule, active = well fitted curve in the direction sought with a large enough effect; inconclusive = small, poorly fitted or top-dose-only effect, or another doubt; inactive = no such curve, though single readings can be large; an effect the other way counts as inactive or inconclusive.
SMILES,HADH2 inhib,Fluorescein fluor,HEK293 cAMP cs,Casp7 inh,Luciferase inh,TexasRed autofl,Rhodamine fluor,Caspase-1 inhib,ERK AVP inh,USP2a inh,Tau filament bind
CC1(C)CC(=O)C(C=NCCC2=CCCCC2)=C(O)C1,-19%[11.4 µM],·,?,1%,-1%,·,·,-1%,4%,6%[7.66 µM],-7%[11.4 µM]
N#C[C@@H](Cc1ccc(O)c(O)c1)C(=O)N1CCc2ccccc21,?,?,-15%,0%,1%,i,i,2%,?,0%,-5%
CCOc1ccc2[nH]c(=O)c(CN(CCO)C(=O)c3ccccc3F)cc2c1,14%,?,-5%,8%,2%,i,i,1%,-28%,-12%,9%
CNC(=O)NC(=O)CSc1nc2cc(C(=O)OC)ccc2c(=O)n1-c1ccccc1,4%,?,5%,-4%,0%,i,i,2%,-7%,-1%,-7%
COCCNC(=O)COc1cccc(Oc2ccccc2)c1,12%,i,4%,1%,1%,?,i,2%,-1%,7%,4%
CC(C)Cc1nc2oc3c(NCC4CCCO4)ncnc3c2c2c1CCC2 (configuration not stated),26%,?,?,0%,0%,i,i,-1%,-13%,47%[activator],19%
Cc1c(N=Cc2cc3c(cc2Cl)OCO3)c(=O)n(-c2ccccc2)n1C,1%,·,-2%,-1%,-4%,·,·,0%,-14%,-1%,19%
CCN1C(=O)[C@H]2[C@H]3[C@H](O)[C@H](O)C/C(=N/NC(=O)OCc4ccc(OC)cc4)[C@H]3CC[C@@H]2C1=O,-2%[11.4 µM],·,11%[11.4 µM],-1%[11.5 µM],1%[11.4 µM],·,·,2%[11.5 µM],34%[11.5 µM],·,·
Cc1cc(C)c2c(=O)n(CC(=O)N3CCC(N4CCCCC4)CC3)sc2n1,0.2µM*,·,4%,-2%,?,·,·,1%,4%,·,-10%
O=C(CN1CC(c2ccccc2)CC1=O)OCc1ccccc1F (configuration not stated),5%,i,11%,-3%,-7%,i,i,-3%,0%,4%,-3%
Oc1ccc(-c2nc(-c3ccc(F)cc3)c(-c3ccncc3)[nH]2)cc1,-8%&9%,i,-40%[inhibitor],2%,1.3µM*!,?,i,2%,7.9µM*,23%,?
CCOC(=O)C1CCN(C(=O)CC2C(=O)N(Cc3ccccc3)C(C)c3nc4ccccc4n32)CC1 (configuration not stated),6%,i,23%,2%,2%,i,i,1%,15%,14%,7%
O=C(NCc1ccco1)C(c1ccc(F)cc1)N(CC1CCCO1)C(=O)Cn1nnc2ccccc21 (configuration not stated),4%,?,16%,-1%,1%,?,i,2%,-11%,15%,0%
Nc1cc(N)nc(SCCN2CCCCC2)n1,16%,i,0%,6%,-2%,i,i,1%,-15%,-4%,63%
COC(=O)[C@H](CCSC)NC(=O)Nc1ccc(C)c(C)c1,5%,i,6%,0%,4%,i,i,-2%,0%,6%,8%

# Shown with each value named: four of the compounds above
Cc1c(N=Cc2cc3c(cc2Cl)OCO3)c(=O)n(-c2ccccc2)n1C
  HADH2 inhib: 1%	Fluorescein fluor: ·	HEK293 cAMP cs: -2%	Casp7 inh: -1%	Luciferase inh: -4%	TexasRed autofl: ·	Rhodamine fluor: ·	Caspase-1 inhib: 0%	ERK AVP inh: -14%	USP2a inh: -1%	Tau filament bind: 19%
CC1(C)CC(=O)C(C=NCCC2=CCCCC2)=C(O)C1
  HADH2 inhib: -19%[11.4 µM]	Fluorescein fluor: ·	HEK293 cAMP cs: ?	Casp7 inh: 1%	Luciferase inh: -1%	TexasRed autofl: ·	Rhodamine fluor: ·	Caspase-1 inhib: -1%	ERK AVP inh: 4%	USP2a inh: 6%[7.66 µM]	Tau filament bind: -7%[11.4 µM]
COCCNC(=O)COc1cccc(Oc2ccccc2)c1
  HADH2 inhib: 12%	Fluorescein fluor: i	HEK293 cAMP cs: 4%	Casp7 inh: 1%	Luciferase inh: 1%	TexasRed autofl: ?	Rhodamine fluor: i	Caspase-1 inhib: 2%	ERK AVP inh: -1%	USP2a inh: 7%	Tau filament bind: 4%
Nc1cc(N)nc(SCCN2CCCCC2)n1
  HADH2 inhib: 16%	Fluorescein fluor: i	HEK293 cAMP cs: 0%	Casp7 inh: 6%	Luciferase inh: -2%	TexasRed autofl: i	Rhodamine fluor: i	Caspase-1 inhib: 1%	ERK AVP inh: -15%	USP2a inh: -4%	Tau filament bind: 63%

# (next part)
SMILES,HADH2 inhib,Fluorescein fluor,HEK293 cAMP cs,Casp7 inh,Luciferase inh,TexasRed autofl,Rhodamine fluor,Caspase-1 inhib,ERK AVP inh,USP2a inh,Tau filament bind
CC(C)[C@H](NC(=O)[C@@H]1CSCN1C(=O)OC(C)(C)C)C(=O)NCC1CCC(C(=O)O)CC1 (some centres not stated),?,i,4%,-1%,4%,i,i,-1%,0%,5%,-7%
O=c1c2ccccc2nc(SCc2ccccc2)n1Cc1ccco1,-16%,i,?,-3%,-3%,i,i,-3%,68%,7%,2%
Cc1ccccc1N(C(=O)Cn1nnc2ccccc21)C(C(=O)NCc1ccco1)c1ccncc1 (configuration not stated),5%,?,22%,4%,1%,i,i,-1%,-22%,·,16%
Cc1cc(NC(=O)COC(=O)COc2cccc3c2OC(C)(C)C3)no1,1%,i,?,0%,-2%,?,i,1%,16%,1%,-9%
CC(=O)c1cccc(S(=O)(=O)N(CCCO)Cc2cc3ccc(C)cc3[nH]c2=O)c1,-14%,i,-4%,0%,-1%,i,i,0%,-30%,7%,2%
O=C(C1CCCN1C(=O)c1cccs1)N1CCN(Cc2ccc3c(c2)OCO3)CC1 (configuration not stated),-10%,i,-14%,-1%,1%,i,i,0%,-2%,2%,1%
O=C(COC(=O)c1ccc(Br)o1)NCc1ccco1,-8%,i,10%,-15%,1%,?,i,3%,8%,15%,8%
O=C(O)c1ccccc1SC1CC(=O)N(C2CCCCC2)C1=O (configuration not stated),?,·,4%,2%,2%,·,·,-4%,·,·,-28%
O=C(NCC1CCCO1)c1ccccc1-c1nc(-c2ccc(Cl)cc2)no1 (configuration not stated),11%,?,22%,2%,?,i,i,-1%,-11%,11%,18%
COc1cccc(-c2nccc(NCc3cccs3)n2)c1,0%,i,?,0%,-23%[2.29 µM],i,i,-2%,-29%,-12%,0%
O=C(NCCc1ccccc1)c1ccccc1NS(=O)(=O)N1CCCC1,10µM*,i,20%,1%,-2%,i,i,1%,4%,4%,-21%
CCOC(=O)c1cc(CC)sc1N,-17%,i,1%,0%,1%,i,i,-1%,?,-1%,-2%
CCCC[C@@H]1C[C@H]1[C@@H](NP(=O)(c1ccccc1)c1ccccc1)c1ccccc1OC,4%,·,?,-5%,·,·,·,-5%,-21%,·,-18%
c1ccc(OCCN2C3=NCCN3c3ccccc32)cc1,4%,i,25%,1%,4%,i,i,-2%,14%,4%,-5%
Cc1ccc(S(=O)(=O)N2CCN(C(=O)c3ccc(OCc4c(C)noc4C)cc3)CC2)cc1,3%,?,18%,6%,-33%,?,i,-1%,11%,13%,9%
COc1ccc(NC(=O)N2CCCC2C(=O)Nc2ccc(C)c(Cl)c2)cc1 (configuration not stated),1%,?,?,0%,-1%,i,i,-1%,2%,1%,1%
Cc1cc(C)nc(N2CCC(C(=O)Nc3ccc4c(c3)CCC4)CC2)n1,15%,i,2%,-1%,-2%,i,i,-5%,-5%,55%[activator],-6%
C=C1C(CCl)(CCl)C2(Cl)C(Cl)C(Cl)C1(Cl)C2(Cl)Cl (configuration not stated),-12%,·,18%,-1%,·,·,·,-3%,57%[activator],·,?
O=C(NCc1ccccc1)c1cccnc1N1CCOCC1,8%,i,12%,0%,0%,i,i,3%,-19%,-4%,-1%
O=C(NCCN1CCOCC1)c1cc2ccccc2o1,4%,i,0%,3%,5%,i,i,0%,28%,-4%,-4%
Cc1cc(OCC(=O)NCCCN2CCOCC2)cc(C)c1Cl,14%,i,14%,2%,1%,i,i,-1%,13%,5%,4%
C[C@@H](C(=O)Nc1ccc2ccccc2c1)[C@@H]1C[C@@]1(C)[C@@H](NC(=O)OCc1ccccc1)c1ccccc1,10%,·,-13%,1%,·,·,·,-5%,14%,·,24%
COc1ccc(N(CC(=O)Nc2ccc3c(c2)OCCO3)S(C)(=O)=O)c(OC)c1,1%,i,-2%,0%,0%,i,i,-2%,1%,2%,-12%
CC(C)C(=O)Nc1cccc(-c2nc3ccccc3o2)c1,0%,?,12%,1%,-1%,?,i,0%,-15%,10%,163%
Cc1cc(N2CCC(C(=O)NC3CC3)CC2)nc(-c2ccccc2)n1,-6%,i,16%,0%,1%,i,i,-1%,-7%,-2%,-2%
Fc1cnc(N2CCN(c3ccccc3)CC2)nc1N1CCN(c2ccccc2)CC1,?,i,?,1%,1%,i,i,2%,7%,3%,9%

# This is a subset; the hit share may differ from the screen's.
